Assay outcomes as filed in PubChem BioAssay.
FAS TE block: FAS thioesterase domain inhibitors, primary screen, biochemical, fluorescence intensity, uHTS; recombinant FAS-TE, OMFH fluorogenic substrate, fluorescence endpoint; 360,000 tested, 0.67% active; AID 602261, 2012; inhibition, % at 15 µM; Fatty acid synthase (Homo sapiens), P49327;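 active = compounds whose normalised, plate-corrected inhibition of enzyme fluorescence in the single-dose primary screen is 50% or more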;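 note: 0% = DMSO with enzyme and 100% = substrate without enzyme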
MLLE-PAM2 inh: inhibitors of PABP1 MLLE–PAM2 peptide binding, primary screen, biochemical, fluorescence polarization, FITC-PAM2, GST-MLLE; inhibition, % at 20 µM; 360,000 tested, 0.36% active; AID 588489, 2011; in the data active = inhibition above about 35%, passing the limit was not always enough;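 note: plate controls were DMSO wells with GST-MLLE for no effect and wells lacking GST-MLLE protein for full effect; some results filed as inactive read as strong as hits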
MT1-MMP act inh: blockers of MT1-MMP proenzyme processing, primary screen, HT1080 RFP-PRO-GFP cells, GFP/RFP fluorescence; Matrix metalloproteinase-14 (Homo sapiens), P50281; GFP/RFP ratio fluorescence, overnight; percent of plate control window, DMSO zero; GFP/RFP ratio change, % at 20 µM; 360,000 tested, 0.061% active; AID 651647, 2012;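 active = GFP/RFP ratio change of at least 30% with cell ATP level not reduced by more than half and red fluorescence within 50% of control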; note: strong numbers were not always called active
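system = RFP-PRO-GFP reporter HT1080 cells | dosing = 20 µM single dose, 1% DMSO | timing = overnight cell settling, then overnight compound exposure, 37 °C, 5% CO2 | read-out basis = GFP/RFP fluorescence ratio | controls = DMSO and RFP-L50D-GFP cell wells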
SKN-1 inh: suppressors of acrylamide-induced Pgst-4::GFP reporter in worms, primary screen, SKN-1 inhibitor project, whole organism, uHTS, GFP/RFP fluorescence ratio, strain VP596. C. elegans VP596 Pgst-4::GFP/RFP ratio, 24 h. inhibition, % at 21.8 µM. 360,000 tested, 0.49% active;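 active = interference check ratio from 0.5 to 1.5 plus GFP to RFP signal ratio inhibition reaching or exceeding a fixed threshold, cut at about 30% in these data, passing the limit was not always enough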; note: some compounds called inactive have numbers as strong as hits
CSN inh: inhibitors of CSN-mediated cullin deneddylation, primary screen, biochemical, fluorescence polarization, uHTS | COP9 signalosome complex subunit 5 (Homo sapiens), Q92905 | 360,000 tested, 0.38% active | Purified CSN, SCF-Nedd8-OG deneddylation | inhibition, % at 12.5 µM;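 active = pattern-corrected inhibition above about 35%, with an unprinted fluorescence ratio check between 0.5 and 1.5, limit read from the data, passing the limit was not always enough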;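 note: 0% = enzyme with substrate and 100% = substrate without enzyme; some results filed as inactive read as strong as hits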
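Assay system: Purified human Csn5 enzyme expressed in HEK293T cells | Amount: Enzyme 0.24 nM | Measured by: Fluorescence polarization readout | Medium: Tris/NaCl/DTT buffer, pH 7.5 | Compound dosing: One concentration, 12.5 µM, 0.25% DMSO | Times: 90 min incubation of compound, enzyme and substrate at room temperature | Control set: no-enzyme wells high, enzyme-with-substrate wells low | Read-out: % inhibition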
Rpn11 block: Rpn11 (PSMD14) deubiquitinase inhibitors, primary screen, biochemical, fluorescence polarization, uHTS; 26S proteasome non-ATPase regulatory subunit 14 (Homo sapiens), O00487; human 26S proteasome, Ub4-pepOG fluorescence polarization; 20S core pre-blocked with epoxomicin; calls only at 20 µM; 360,000 tested, 0.59% active; AID 588493, 2011;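 active = inhibition at 20 µM, scaled to each plate's controls, above about 33%, limit read from the data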
Neddyl block: inhibitors of cullin neddylation, primary screen, biochemical, TR-FRET, uHTS, NAE and Ubc12; 360,000 tested, 0.58% active; NEDD8-conjugating enzyme Ubc12 (Homo sapiens) + NEDD8-activating enzyme E1 regulatory …; calls only at 25 µM; in the data active = inhibition above about 36%
Rin1 Abl inh: inhibitors of Rin1-Abl protein binding, primary screen, biochemical, TR-FRET | 360,000 tested, 0.4% active | inhibition, % at 7.35 µM | Tyrosine-protein kinase ABL1 (Homo sapiens) + Ras and Rab interactor 1 (Homo sapiens), … | AID 588664, 2011; in the data active = inhibition above about 5%, passing the limit was not always enough
NadD inh: inhibitors of S. aureus NadD, primary screen, biochemical, colorimetric, uHTS; Nicotinate-nucleotide adenylyltransferase NadD (Staphylococcus aureus N315); purified NadD enzyme, colorimetric absorbance read-out; inhibition, % at 20 µM; 360,000 tested, 0.78% active; AID 602399, 2012; in the data active = inhibition above about 26%; note: some compounds past the cut are filed as inactive
Numbers without * were called inactive; i = inactive; / = no result given.

SMILES	FAS TE block	MLLE-PAM2 inh	MT1-MMP act inh	SKN-1 inh	CSN inh	Rpn11 block	Neddyl block	Rin1 Abl inh	NadD inh
CC(NC(=O)COC(=O)c1ccc2c(=O)n3c(nc2c1)CCCCC3)c1ccccc1 (stereo not drawn)	9	-4	-1	-14	3	i	i	-2	4
COc1cc(C(=O)Nc2ccc3nc(N4CCN(C)CC4)cc(C)c3c2)cc(OC)c1OC	-3	4	3	1	3	i	i	-1	-4
CCCS(=O)(=O)NCCc1cc2ccc(OC)cc2[nH]c1=O	0	-10	-1	3	4	i	i	3	-1
O=C(Nc1ccc(Br)cc1)N1CCCCC1	-1	1	7	17	-1	i	i	-3	-5
COc1ccc(C(C(=O)NC2CCCC2)N(CCCO)C(=O)c2snc(C(N)=O)c2N)cc1 (stereo not drawn)	0	6	1	4	-3	i	i	-1	-1
CC(O)(c1ccc(F)c(F)c1)c1nc(-c2cnc3ccccc3c2)cs1 (stereo not drawn)	19	-8	-1	18	0	i	i	3	-2
CCOc1ccccc1NC(=O)COC(=O)c1ccc(S(=O)(=O)N2CCCC2)cc1	18	1	3	-1	-1	i	i	0	-3
CC(=O)c1ccc(N=C2C(=O)Nc3ccccc32)cc1	-1	2	5	-15	-1	i	i	-3	-3
CN(C)S(=O)(=O)c1ccc(C(=O)Nc2ccc(Cl)cc2)cc1	4	-2	5	8	-3	i	i	5	-8
CCOc1ccc(N(CC(=O)NN=C2CCCC2)S(C)(=O)=O)cc1	-3	-2	4	6	0	i	i	0	8

4 compounds already listed, sorted by the value under MT1-MMP act inh, lowest first:
Compound	MT1-MMP act inh
CCCS(=O)(=O)NCCc1cc2ccc(OC)cc2[nH]c1=O	-1
CCOc1ccc(N(CC(=O)NN=C2CCCC2)S(C)(=O)=O)cc1	4
CC(=O)c1ccc(N=C2C(=O)Nc3ccccc32)cc1	5
O=C(Nc1ccc(Br)cc1)N1CCCCC1	7

Other records
SMILES	FAS TE block	MLLE-PAM2 inh	MT1-MMP act inh	SKN-1 inh	CSN inh	Rpn11 block	Neddyl block	Rin1 Abl inh	NadD inh
O=C(CN1C(=O)CS/C1=C\c1nc(-c2ccc(Cl)cc2)cs1)Nc1cccnc1Cl	2	9	2	1	14	i	i	-1	4
Cc1ccccc1OCC(=O)Nc1cccc(C(=O)O)c1	-6	7	1	-3	1	i	i	-1	-4
Cc1nc(NC(=O)c2ccccc2)sc1-c1csc(Nc2ccc(C(=O)O)cc2)n1	2	0	-3	2	3	i	i	-3	12
COC(=O)c1csc(S(=O)(=O)N2CCOCC2)c1OC	-6	14	2	13	2	i	i	-1	1
CN1CCN(C(=O)c2ccc(Cl)cc2)CC1	-6	3	3	31	1	i	i	1	3
CCC(=O)OCC(=O)c1cc(C)n(-c2ccc(Br)cc2)c1C	27	6	1	5	-4	i	i	0	-4
COc1cc(/C=N/NC(=O)c2ccccc2)ccc1OS(=O)(=O)c1ccccc1	26	-6	6	2	1	i	i	1	-2
CCOC(=O)c1sc2ncn(/N=C/N(C)C)c(=O)c2c1C	-5	5	0	4	1	i	/	2	7
COc1ccc(NC(=O)CSc2nnc3ccc(-c4ccncc4)nn23)cc1	-2	-5	-5	14	-8	i	i	-2	-2
Cn1c(SCC(=O)Nc2nccs2)nnc1-c1ccncc1	-4	-7	0	3	-6	i	i	0	-2
COCCn1c(Cc2ccccc2)nnc1SCC(=O)Nc1cc(C)on1	-5	11	-2	-2	7	i	i	2	2
Cn1c(=O)n(C)c2cc(S(=O)(=O)NCc3ccco3)ccc21	-7	3	8	-9	-6	i	i	1	3
Cc1ccc(-c2cc(C(=O)N3CCCc4ccccc43)c3ccccc3n2)cc1	35	13	-1	13	2	i	i	3	9
CCOC(=O)[C@]12CCCC=C1N(Cc1ccco1)C(=O)[C@H](CC(=O)NCCCCc1ccccc1)C2	2	/	2	2	-4	/	i	/	0
COc1ccc2nc(NC(=O)CSc3nc(C)cc(C)n3)sc2c1	-3	-2	1	-20	0	i	i	0	1
Cn1c(SCC(=O)N/N=C/c2cccs2)nc2ccccc21	2	-18	2	-12	4	i	i	-3	-6
Cc1cc(C(=O)COC(=O)c2ccc(CO)cc2)c(C)n1CC1COc2ccccc2O1 (stereo not drawn)	9	-16	2	3	3	i	i	2	-2
O=C1N/C(=C\c2ccc(O)cc2)C(=O)c2ccccc21	-2	-61	0	12	6	i	i	7	-1
CC1CC(C)CN(C(=O)C(C)N2CCN(S(=O)(=O)c3ccc(C(F)(F)F)cc3)CC2)C1 (stereo not drawn)	31	-1	-7	11	-7	i	i	-1	-1
CCCc1nnc(NC(=O)Cn2c(=O)oc3cc(Br)ccc32)s1	-1	-91	2	15	2	i	i	1	8
CCC(CC)C(=O)NCc1ccccc1OC	-2	-5	-2	-6	5	i	i	-2	0
CC(=O)C1=C(O)C(=O)N(Cc2cccnc2)C1c1ccc(Cl)cc1 (stereo not drawn)	-8	13	1	6	8	i	i	0	5
COc1ccc(C(=O)/C(=C/c2cccs2)c2nc3ccccc3o2)cc1	25	0	-4	-10	7	i	i	4	-4
C/C(CCc1ccc2c(c1)OCO2)=N\N=C(/N)SC1CC(=O)N(c2ccc(Cl)cc2)C1=O (stereo not drawn)	17	-62	6	3	6	i	i	2	16
COc1ccccc1/C=N/NC(=O)CN(C1=NS(=O)(=O)c2ccccc21)c1ccccc1	16	1	-3	9	-5	i	i	0	13
CCCN(CC(=O)Nc1ccccc1C)C(=O)COc1c(Cl)cccc1Cl	1	2	-3	-2	0	i	i	3	-9
CN1c2ccsc2C(O)=C(C(=O)Nc2ccccc2)S1(=O)=O	-4	8	3	-3	2	i	i	0	-3
CC(=O)c1ccc(OC2(C)CCN(Cc3cccn3-c3nccs3)C2)cc1 (stereo not drawn)	-5	7	1	18	1	i	i	-2	-6
CCCC(=O)Nc1c(C(=O)OCC)oc2ccccc12	3	4	-2	4	4	i	i	-4	-3
COc1ccc(CCN2C(=O)CC(NCCc3ccc(S(N)(=O)=O)cc3)C2=O)cc1OC (stereo not drawn)	-9	-4	1	12	1	i	i	-4	-4
CCOC(=O)[C@@H]1[C@H]2COc3ccc(Br)cc3[C@H]2N2C(=O)N(c3cccc(F)c3)C(=O)[C@]12C	36	-2	0	0	-4	i	i	4	-9
COc1ccc(C2(C)NC(=O)N(CC(=O)NC(C)c3ccc(CC(C)C)cc3)C2=O)cc1 (stereo not drawn)	5	-14	-1	13	0	i	i	5	-8
COc1cc(-c2noc(C)c2C(=O)N[C@@H](CO)Cc2ccccc2)cc(OC)c1OC	-8	-4	4	7	2	i	i	4	0
O=C(CSc1nc(C2CC2)nc2ccccc12)Nc1ccccc1N1CCOCC1	10	8	-13	9	11	i	i	1	-3
CC(/C=N/NC(=O)c1cccs1)=C\c1ccccc1	5	4	8	5	-3	i	i	0	-3
O=C(CN(Cc1ccccc1)C(=O)CSc1nnc(COc2ccccc2)o1)NC1CCCC1	-7	25	-5	7	2	i	i	2	-5
CCOC(=O)CC1C(=O)NCCN1S(=O)(=O)c1ccc(OC)cc1 (stereo not drawn)	-1	-8	-1	17	-1	i	i	3	-4
CC(C)(C)C(=O)COC(=O)c1ccc2c(c1)C(=O)N(Cc1ccco1)C2=O	-4	0	1	9	4	i	i	0	-3
CC(=O)N(Cc1cc(=O)[nH]c2ccccc12)c1ccc(C)cc1C	-4	-9	-1	4	3	i	i	3	-1
CCN(C[C@H]1N[C@@](Cc2ccccc2)(C(=O)OC)[C@H]2C(=O)N(C)C(=O)[C@@H]12)S(=O)(=O)c1ccc(C(F)(F)F)cc1	7	-8	2	25	-5	i	i	0	-7
CCOC(=O)c1c(C)[nH]c(C(=O)NCc2ccccn2)c1C	-3	14	1	6	-2	i	i	0	5
O=C(Nc1nnc(-c2ccco2)o1)c1cccc2ccccc12	-12	9	6	-6	-13	i	i	1	6
O=C(Nc1ccc(Oc2ccccc2)cc1)c1ccc(Cn2c(=O)[nH]c3ccsc3c2=O)cc1	-4	-3	7	8	0	i	i	2	17
CC(C)CNS(=O)(=O)c1ccc(CCC(=O)NCc2cccnc2)cc1	-14	-6	-7	12	-2	i	i	1	-2
CCOc1ccc(CN2CCNC(=O)C2CC(=O)NC2CCCCCC2)cc1 (stereo not drawn)	1	-5	-1	-17	-2	i	i	-1	5
CCOC(=O)CSCC(=O)Nc1ccc(S(=O)(=O)N2CCCCC2)cc1	-8	14	5	1	1	i	i	1	0
Cc1ccccc1C(=O)Nc1ccc(N2CCCC2)cc1	-1	-2	-1	21	2	i	i	0	3
COCCOC(=O)C1=C(C)N=C2SCCC(=O)N2C1c1ccc(C(=O)OC)cc1 (stereo not drawn)	-6	24	4	-3	-4	i	i	5	0
O=C(COC(=O)CCC(=O)c1ccc(F)cc1)NCc1ccccc1Cl	0	5	2	20	10	i	i	-3	-6
COc1cc(Cl)c(C)cc1NC(=O)COC(=O)c1ccc(CN2CCCC2=O)cc1	15	5	4	-15	-3	i	i	4	-3

The list continues.
SMILES	FAS TE block	MLLE-PAM2 inh	MT1-MMP act inh	SKN-1 inh	CSN inh	Rpn11 block	Neddyl block	Rin1 Abl inh	NadD inh
O=C(O)c1ccccc1N(c1ccccc1)c1ccccc1	0	11	2	-6	-2	i	i	-1	0
CCCN(C(=O)/C=C/c1ccc(S(=O)(=O)N(CC)CC)cc1)C1CCS(=O)(=O)C1 (stereo not drawn)	-6	10	0	2	-3	i	i	0	3
CC(C)(C)N1C(=O)c2ccccc2NC(=O)C1C(=O)NCCc1ccccc1F (stereo not drawn)	/	/	2	11	-3	/	i	/	/
CCc1cccc(C)c1NC(=O)CN(C)Cc1ccccc1F	-4	-17	-3	1	-13	i	i	1	3
COC(=O)c1cnn(-c2nc(-c3ccccc3)cs2)c1N	-1	8	-3	3	3	i	i	4	-13
NC(=O)CC(NC(=O)Cc1cccc2ccccc12)c1ccc(NCC2CC2)c([N+](=O)[O-])c1 (stereo not drawn)	-2	-30	4	18	3	i	i	1	-1
CC(C)Cn1c(SCC(=O)N2CCc3ccccc3C2)nc(O)cc1=O	-3	15	-2	4	4	i	i	0	-1
COC(=O)C(C(=O)OC)C(c1ccccc1)C(C(=O)c1ccccc1)[N+](=O)[O-] (stereo not drawn)	-8	-5	1	-1	0	i	i	0	-6
Cc1ccnc(NC(=O)c2ccco2)n1	-6	-12	-1	3	-3	i	i	-1	1
